IkB sig inh: suppresses IkB signaling in ABC-DLBCL reporter cells | hit rate 0.04% among 110,000 | ABC-DLBCL IkBa-CBG/CBR dual luciferase ratio, 4 h; response scale: scaled: untreated 0%, proteasome inhibitor 100% | Potency, µM (doses to about 57.1 µM), inactives show top-dose IkBa stabilization activation | AID 445; active means well fitted curve in the direction sought with a large enough effect in the signal ratio, not every such curve was filed as active; inconclusive means small, poorly fitted or top-dose-only effect, or a change in a side signal; the % refers to the signal ratio;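 further: the direction sought is a rising ratio; 0% = basal untreated cells and 100% = reference inhibitor full response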
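Curves were fitted separately to fusion (green), unfused (red) and ratio luminescence, then classed by r2, magnitude and activity. Cells: OCI-Ly3, 4 h compound plus doxycycline at 37C; 10 uM MG-132 defined full response.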
p53ts 32C kill: p53ts cell cytotoxicity, permissive temperature; hit rate 0.93% among 130,000; AID 924; H1299-p53A138V at 32C, ATP luminescence viability, 24 h; Potency, µM (highest dose often 46.1 µM), without a hit: at the highest dose activity change, negative = cytotoxicity, hits mostly cytotoxic;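 further: 0% = DMSO and -100% = full killing by reference compound; nearly all actives have a fitted effect of over 55% in size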
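ATP-content luminescence (ATPlite) read-out after 24 h compound exposure at 32C in H1299-p53A138V cells (600/well). Tested up to 46 uM. Normalized to DMSO (0%) and 100 uM tamoxifen (100% killing); Hill-fit AC50.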
p53ts 39C kill: p53ts cell cytotoxicity, nonpermissive temperature | H1299-p53A138V viability at 39C, ATP luminescence, 24 h | Potency, µM (top dose mostly 46.1 µM), without a hit: top-dose activity change, negative = cell killing, actives largely listed as cytotoxic | hit rate 1.5% among 130,000; further: nearly all actives have a fitted effect of over 55% in size
Peg3 imprint: genomic imprint erasure induction. mouse ES Peg3-LacZ reporter, beta-gal luminescence, 40 h. Potency, µM (highest dose often 60.7 µM), for inactives: at the highest dose activity change, positive = activation, usual class: activators. hit rate 0.02% among 110,000. AID 1948;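 further: 0% = negative control wells on the plate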
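Imprint erasure is scored as LacZ activity from the silenced maternal Peg3 allele in feeder-free female ES cells cultured 40 h with LIF. Luminescence is normalized to in-plate negative controls and fitted to the Hill equation.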
The depositor's hits bear a star; ? = inconclusive; . = no result given; [ ] = dose if it differs, or a comment. Unless noted, the call rests on the fitted dose curve; in most records, active means well fitted curve in the direction sought with a large enough effect; inconclusive means small, poorly fitted or top-dose-only effect, or another doubt; inactive means no such curve, though single readings can be large; an effect the other way counts as inactive or inconclusive. Unless noted, on the % scale 0 is the no-effect control and ±100 the full control effect; potency means the concentration at half of the fitted maximal effect.

SMILES	IkB sig inh	p53ts 32C kill	p53ts 39C kill	Peg3 imprint
O=C(C1COc2ccccc2O1)N1CCN(c2ccccc2F)CC1 (centres undefined)	-1.9%	-7%	2%	-12%
Cc1c(Br)c(=O)[nH]c(=O)n1COCc1ccccc1	-2.9%	-10%	-3%	-25%
CCn1c(=O)c2cc(C(=O)NCCCOC)sc2c2ccccc21	-1.0%	3%	?	-13%[10.9 µM]
COC(=O)c1[nH]c2cccc(C)c2c1NC(=O)CN1CCCc2ccccc21	-0.8%	13%	1%	2%
CCOc1ccc(NC(=O)CN2C(=O)COc3ccc(Cl)cc32)cc1	2.3%	-3%	7%	-5%
COc1ccc2nc3oc(C(=O)N4CCC(C(N)=O)CC4)cc3cc2c1	?	-7%	-7%	5%
Nc1ccc(C(=O)OCc2nc3ccccc3[nH]2)cc1	?	-6%	-3%	-15%
COc1cccc(Cn2c(=O)c(-c3cccc(C#N)c3)nc3cnc(OC)nc32)c1	-0.7%[11.4 µM]	6%	-3%	2%
CCn1c(Cc2ccccc2)nnc1SCC(=O)Nc1ccc2c(c1)OCCO2	.	-5%	-10%	.
Cc1nc2ccc(Cc3ccc4nc(C)[nH]c4c3)cc2[nH]1	.	10%	0%	.
CCN(Cc1nc(-c2ccc(OC)cc2)oc1C)S(=O)(=O)c1ccc(C)cc1	?	-6%	-24%	-12%[10.9 µM]
CCCOC(=O)Cc1n[nH]c(=O)[nH]c1=O	-0.2%	0%	3%	3%
COc1cc2cc(C(=O)O)n(C)c2c(OC)c1OC	1.5%	1%	-7%	-4%
COc1ccc(-c2cc(C(=O)N3CC4(C)CC3CC(C)(C)C4)no2)cc1 (centres undefined)	-0.2%	-2%	-6%	-11%
O=C(CSc1ncnc2sc3c(c12)CCCC3)N1CCC(c2noc3ccc(F)cc23)CC1	0.0%	6%	10%	-8%
CCOC(=O)c1cccc(NC(=O)CSc2nnc(-c3cccnc3)n2CC)c1	-0.6%	8%	-6%	-6%
CCOC(=O)N1CCN(c2nc(=S)n(-c3ccccc3)c(C)c2C(C)=O)CC1	-0.1%	9%	2%	-11%
O=C1c2ccccc2S(=O)(=O)N1CCCCN1CCN(c2ncccn2)CC1	0.1%	2%	7%	-6%
NC(=O)COc1ccc(C2c3c(oc4ccccc4c3=O)C(=O)N2CC2CCCO2)cc1 (centres undefined)	-4.7%	-1%	10%	12%
CCOC(=O)NC(NC(=O)OCC)C(=O)c1ccccc1	1.0%	7%	-9%	4%
CN(C)c1ccc(C2N(c3cccc(Cl)c3)C(=O)C3CCCN32)cc1 (centres undefined)	-0.3%	2%	4%	-18%
COc1ccccc1N1CCN(C(=O)Cn2nnc(-c3ccncc3)n2)CC1	0.5%	5%	-11%	-7%
COc1ccc(-n2nc(C(=O)NCc3ccc(F)cc3Cl)c3c4ccccc4n(C)c3c2=O)cc1Cl	-2.3%	7%	19%	?
Cc1noc(C)c1-c1nccc(Nc2ccc(F)cc2)n1	-6.1%[11.4 µM]	-2%	-14%	?
COc1ccc(CNC(=O)c2nc(Cn3nc(C)c(Br)c3C)no2)cc1OC	-0.3%	-5%	16%	-13%[10.9 µM]
COc1ccccc1N1CCN(c2nc(C)nc3c2oc2ccccc23)CC1	?	?	-16%	-45%[inhibitor]
CCS(=O)(=O)N1CCCC(C(=O)NCc2ccccc2Cl)C1 (centres undefined)	0.2%	-8%	-1%	-19%
CCOC(=O)CNC(=O)Nc1cc(C(=O)NCc2ccc(C(C)C)cc2)ccc1N1CCCC1	2.4%	-6%	-9%	-9%[10.9 µM]
CN(C)S(=O)(=O)c1ccc(-c2ccccc2)cc1	-0.7%	-4%	5%	-12%
Cc1c(NS(=O)(=O)c2ccc3c(c2)n(C)c(=O)n3C)c(=O)n(-c2ccccc2)n1C	0.2%	0%	6%	5%
Cc1cc(/C=C(\C#N)C(=O)Nc2ccccc2)c(C)n1-c1ccc(F)cc1	2.1%	-2%	-4%	-7%[10.9 µM]
Cc1ccccc1-c1noc(CCC(=O)Nc2cccc(C)c2C)n1	-0.7%	5%	5%	1%[10.9 µM]
CC(=O)Nc1cccc(OC(=O)N2CCOCC2)c1	1.0%	2%	10%	-3%
c1ccc(CSCc2ccccc2)cc1	-1.8%	-2%[1.84 µM]	4%	-7%
CCOc1ccc2nc(N3CCCC(C(=O)Nc4ccc(Br)c(C)c4)C3)sc2c1 (centres undefined)	0.0%	-9%	-19%	-7%[10.9 µM]
COc1ccccc1/C=N/n1cnnc1	-1.4%	1%	-1%	2%
Cc1ccc(OCc2nc(-c3ccc(C(=O)NCCc4ccc(S(N)(=O)=O)cc4)cc3)oc2C)cc1	-1.4%	8%	-3%	-10%[10.9 µM]
CCOc1ccc(-c2nonc2NC(=O)c2oc3ccc(Cl)cc3c2C)cc1	?	-10%	-21%	-27%[10.9 µM]
CC1=C(C(=O)OCc2ccccc2)C(C2CCCCC2)NC(=O)N1CCCCCC(=O)O (centres undefined)	.	13%	7%	-13%
COc1ccc(-c2nnc(C3CCN(S(=O)(=O)c4ccc(C)c(C)c4)CC3)o2)cc1	0.4%	5%	-14%	-14%[10.9 µM]
COc1ccccc1CNC(=O)c1ccc(C)c(-n2cnc3cccnc32)c1	?	11%	20%	-8%[10.9 µM]
COc1ccc(-n2cc(-c3ccccc3)nc2SCC(=O)Nc2ccccc2)cc1Cl	1.2%	1%	?	-12%[10.9 µM]
O=C(CSc1nccn1Cc1ccccc1)Nc1ccc2c(c1)OCO2	0.8%	7%	?	-11%[10.9 µM]
O=S(=O)(c1ccccc1)N(Cc1nc(-c2ccccc2)no1)C1CCCCC1	-3.5%	2%	20%	-22%
Cc1ccc(Cn2nnc3c(=O)[nH]c(C(=O)NCc4ccco4)nc32)cc1	0.5%	-10%	-13%	-3%
COC(=O)c1ccccc1NC(=O)CCCn1nc(C)c2sc3ccccc3c2c1=O	?	-20%	?	-9%[10.9 µM]
COc1cc(C(=S)N2CCCC2)ccc1O	-0.2%	4%	7%	-4%
CCOc1ccc(CCNC(=O)c2cc3c(-c4cccc(OC)c4)nn(C)c3s2)cc1OCC	?	-3%	9%	-13%[10.9 µM]
COC(=O)CN1C(=O)CSc2ncccc21	.	-4%	2%	.
Cc1cccc(CN2C(=O)c3ccccc3S(=O)(=O)c3ccc(C(=O)N(C)Cc4ccccc4)cc32)c1	?	15%	-4%	-7%[10.9 µM]
COc1ccccc1-c1cc(N)n(S(=O)(=O)c2ccc(F)c(C)c2)n1	?	5%	6%	-17%
Cc1ccc(-c2nnn(CC(=O)N(CC(=O)NC3CCCC3)c3ccc(F)c(Cl)c3)n2)o1	.	10%	6%	.
Cc1ccc(-n2c(SCc3nc(-c4ccccc4C)no3)nnc2-c2ccncc2)cc1C	?	1%	-22%	9%[10.9 µM]
Cc1cc(C)cc(NC(=O)CCc2c(C)nc3nc(CNC(=O)c4cccc(F)c4)nn3c2C)c1	?	-15%	?	-8%[10.9 µM]
COc1ccc2c(CNC3CCCCCC3)c(C(=O)O)n(Cc3ccc(C)cc3)c2c1	?	14%	-5%	-13%[10.9 µM]
COc1ccc(S(=O)(=O)NCCc2csc(-c3cccc(F)c3)n2)cc1OC	-3.6%	3%	-22%	-6%[10.9 µM]
COc1ccc(/C=C\c2onc(C)c2S(=O)(=O)N2CCC(C(=O)Nc3cccc(Cl)c3)CC2)cc1	-1.0%	5%	8%	-13%[10.9 µM]
CCOC(=O)N1CCN(S(=O)(=O)c2ccc(OCC)c(C)c2)CC1	?	-1%	-4%	-16%
COc1cc(Cn2c(=O)oc3ccc(C)cc32)ccc1OCCC(C)C	?	-1%	-24%	-11%[10.9 µM]
Clc1ccc(-c2nn3c(-c4ccncc4)nnc3s2)c(Cl)c1	-0.2%	5%	15%	-11%
Other results:
SMILES	IkB sig inh	p53ts 32C kill	p53ts 39C kill	Peg3 imprint
Cn1c(=O)cc(OCCCC(=O)N2CCN(Cc3ccc4c(c3)OCO4)CC2)c2ccccc21	9.9%	3%	-15%	-35%[inhibitor]
COc1cccc(CNC(=O)c2cccc(-n3c(C)nc4cccnc43)c2C)c1	-1.7%	8%	10%	-3%[10.9 µM]
Cc1ccccc1NC(=O)CN1C(=O)C(C)(C)c2ccccc21	-2.9%	1%	?	?
CCCCN(CCCC)C(=O)c1cc2c(=O)n3ccccc3nc2s1	?	12%	18%	-5%[10.9 µM]
Cc1ccc(-n2nnnc2SCC(=O)c2cc(C)n(-c3cc(C)on3)c2C)cc1	0.6%	-12%	-17%	-14%
CC(C)CNc1nc(Oc2ccc(=O)n(C)n2)nc(N2CCOCC2)n1	-0.1%	24%	3%	6%
CC(C)(C)c1ccc(C(=O)N2CCC(c3nc(-c4ccc(S(=O)(=O)N5CCCC5)cc4)no3)CC2)cc1	?	-1%	-24%	-21%[10.9 µM]
CCC(CC)C(=O)Nc1nnc(SCc2cc(=O)c3ccccc3[nH]2)s1	-0.3%	7%	-7%	-19%[10.9 µM]
CC(=O)N(Cc1cccnc1)c1nc2c(C)cc(C)cc2s1	-0.3%	0%	-18%	-6%[10.9 µM]
O=C(Nn1c(=S)[nH]c2ccccc2c1=O)c1ccncc1	-0.3%	-4%	8%	-17%
Cc1cccc(NC(=O)NCC(c2cccnc2)N2CCOCC2)c1 (centres undefined)	-1.8%	-4%	2%	10%
CCC(C)NC(=O)c1n[nH]c(=O)c2ccccc12 (centres undefined)	-0.9%	-1%	-3%	-6%
O=C(Nc1ccncc1)Nc1ccc(F)cc1F	-0.1%	-8%	8%	-76%[inhibitor]
COc1ccc(S(=O)(=O)Nc2cc(S(=O)(=O)c3ccccc3)c(O)c(C)c2C)cc1	?	4%	16%	-3%[10.9 µM]
Cc1cc2c(c(=O)o1)[C@@H](O)[C@H]1O[C@@H]1C2=O	.	4%[9.22 µM]	3%[9.22 µM]	.
Cc1ccc(-c2nnn(CC(=O)N(Cc3cccs3)C(C(=O)NC3CCCC3)c3ccco3)n2)o1 (centres undefined)	-1.0%	-3%	-7%	-13%
CCc1ccc(CCC(=O)Nc2ccc(S(N)(=O)=O)cc2)o1	0.5%	2%	0%	-8%
CC(C)NC(=O)c1ccc(-n2c(-c3ccccc3)cc3c2CCCC3)cc1	1.0%	10%	-14%	-9%[10.9 µM]
CCC1CCc2nc3sc(C(=O)Nc4ccc(C)cc4C)c(N)c3cc2C1 (centres undefined)	-2.3%	-2%	15%	-14%[10.9 µM]
CCN1CCCC1CNC(=O)CN1C(=O)COc2ccc(C)cc21 (centres undefined)	0.1%	11%	12%	-18%
Cc1cc2oc(=O)cc(COC(=O)c3cccc(N(C)C)c3)c2cc1C	1.0%	-10%	1%	-2%
COc1ccc(NC(=O)/C(C#N)=C/c2cc(C)n(-c3ccc(F)cc3)c2C)cc1	-1.4%	-12%	-6%	-3%[10.9 µM]
CCCCC(c1nnnn1C1CCCC1)N1CCN(C(=O)c2ccco2)CC1 (centres undefined)	-0.3%	4%	8%	-9%
Cc1ccc(-c2n[nH]c3c2C(c2ccc(C(C)(C)C)cc2)NC3=O)cc1 (centres undefined)	-0.7%	2%	-7%	-13%[10.9 µM]

Given bar-delimited: four of the compounds above
compound | IkB sig inh | p53ts 32C kill | p53ts 39C kill | Peg3 imprint
COc1ccc(S(=O)(=O)Nc2cc(S(=O)(=O)c3ccccc3)c(O)c(C)c2C)cc1 | ? | 4% | 16% | -3%[10.9 µM]
O=C(Nc1ccncc1)Nc1ccc(F)cc1F | -0.1% | -8% | 8% | -76%[inhibitor]
CCc1ccc(CCC(=O)Nc2ccc(S(N)(=O)=O)cc2)o1 | 0.5% | 2% | 0% | -8%
CC(C)NC(=O)c1ccc(-n2c(-c3ccccc3)cc3c2CCCC3)cc1 | 1.0% | 10% | -14% | -9%[10.9 µM]

The list goes on.
SMILES	IkB sig inh	p53ts 32C kill	p53ts 39C kill	Peg3 imprint
Nc1nncn1C(=O)CCc1ccccc1	5.9%	4%	3%	-15%
CC1(C)CC2CC(C)(CN2S(=O)(=O)c2cccc(N)c2)C1 (centres undefined)	.	13%	21%	.
Cc1cc(N2CCC(C)CC2)nc(-n2nc(C)cc2C)n1	1.6%	-8%	11%	-15%
Cc1cccc(-c2nc(C)c(CCNC(=O)C(=O)Nc3ccccc3C#N)s2)c1	2.5%	0%	-30%	-8%[10.9 µM]
COc1cccc(CNC(=O)Cn2ncn3nc(-c4cccs4)cc3c2=O)c1OC	-2.3%	1%	-17%	-14%[10.9 µM]
